Compound activity deposited in PubChem by several laboratories.
b-catenin transl – alters nuclear translocation of beta-catenin in HeLa cells; immunofluorescence imaging; nuclear translocation activity, % at 5 µM; hit rate 0.3% among 190,000; AID 1665;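 active = nuclear translocation activity above 50% at 5 µM, with a well cell count of 50 or more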;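 also: per-cell ratio of nuclear to cytoplasmic median beta-catenin stain intensity; plate controls were DMSO negative control for no effect and GSK-3 inhibitor IX positive control for full effect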
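System: HeLa cells, endogenous beta-catenin; compound dosing: 5 µM primary single dose, 0.1% DMSO, 0.02–20 µM confirmation series; incubation: 24 h compound exposure at 37°C, 5% CO2; signal: beta-catenin immunofluorescence imaging with DAPI; evaluation: % activation, nuclear-to-cytoplasmic median beta-catenin signal ratio per cell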
Lipid droplet – modulators of hepatic lipid droplet formation. hit rate 0.4% among 240,000. AML12 mouse hepatocytes, oleate lipid droplets, BODIPY imaging. inhibition, % at 6.5 µM;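 active = lipid droplet intensity inhibited by at least 50%, with more than 500 cells counted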
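Test system: AML12 hepatocytes (mouse); reagent: oleate loading, 100 µM; dosing: one dose, 6.5 µM compound; incubation: overnight exposure; signal: fluorescence imaging, 20x objective, two fields per well; read-out basis: % inhibition of corrected integrated BODIPY droplet signal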
Ins promoter up – MIN6 insulin promoter up-regulation; AID 1625; MIN6 insulin promoter-GFP reporter, high-content imaging; hits give high values; z-score at 5 µM; hit rate 0.3% among 190,000;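 active = z-score above 3 at 5 µM with at least 500 cells counted in the well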
T cell modulator – T cell immune modulation candidate | 2C CD8+ T cell-vesicle binding, flow cytometry; hits give low values | calls only at 7 µM | hit rate 0.068% among 330,000 | AID 2052;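 active = response, share of CD8 T cells binding vesicles, and their 90th percentile fluorescence all below set limits, cut at about 80% in these data, passing the limit was not always enough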
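incubation = binding step 1.5 h, 37 °C, antibody labelling 20 min, ice | test system = 2C mouse CD8+ T cells | read-out basis = percent CD8+ FL2 mean versus row control | controls = Peptide-free naked vesicles (low) and QL9 vesicles with 0.7% DMSO vehicle (high) | detection = flow cytometry of vesicle-bound cells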
Ins promoter up cell count – recorded beside Ins promoter up, whose call it bears; cell count; measured here: cytotoxicity, nuclei count;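 total cells summed across four imaged fields per well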
Lipid droplet cells 6.5 µM – recorded beside Lipid droplet, whose call it bears; cell count; measured here: cell count, cytotoxicity flag;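 cells counted across two imaged fields per well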
b-catenin transl cell count 5 µM – second read-out of b-catenin transl, no call of its own (marks repeat the call); cell count; measured here: cell count, cytotoxicity flag
T cell modulator vesicle-bound % – further read-out of T cell modulator, marked with its call; double positive events, %; measured here: CD8+ vesicle-bound cell fraction;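 binding gate set so that unloaded-vesicle control wells show 10% double positive cells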
* hit, by the source's call; i = inactive; / = no result given; + = active, no number. An excerpt (hit frequency here may not be typical).

mol,b-catenin transl,b-catenin transl cell count 5 µM,Lipid droplet,Lipid droplet cells 6.5 µM,Ins promoter up,Ins promoter up cell count,T cell modulator,T cell modulator vesicle-bound %
Cc1ccccc1S(=O)(=O)NCc1ccc(N2CCN(C)CC2)cc1,1.8,1318,/,/,-0.81,1411,i,26
CC(C)CCNC(=O)c1onc(CSc2ccc(F)c(F)c2)c1C(=O)NCCC(C)C,-1.4,1131,/,/,-1.3,1064,i,37
CCCCC(CCC(=O)Nc1ccn(-c2ccccc2)n1)C(=O)O (stereo unspecified),1.7,1276,/,/,-0.86,1509,i,38
Cc1ccc(N(C)C(=O)C2CCCN2S(=O)(=O)c2cccc3nsnc23)cc1 (stereo unspecified),1.6,1291,/,/,-0.5,1068,i,26
CCCNC(=O)c1onc(CSc2ccncc2)c1C(=O)NCCC,1.8,1139,/,/,0.29,859,i,50
CCCCC1=CC2=CC(=O)C(C)(OC(=O)CC)C(=O)C2=CN1C(CO)CO (stereo unspecified),-1.4,1202,/,/,0.3,953,i,29
C=C(C)C(=O)N1CC2(CC(c3cccc(NC(=O)/C=C\C)c3)=NO2)C[C@H]1C(N)=O (stereo partly specified),-2.7,1129,/,/,-0.39,1015,i,5
O=C(NCC1CC1)c1onc(CSc2ccncc2)c1C(=O)NCC1CC1,-0.5,1227,/,/,0.23,925,i,18

Following part.
mol,b-catenin transl,b-catenin transl cell count 5 µM,Lipid droplet,Lipid droplet cells 6.5 µM,Ins promoter up,Ins promoter up cell count,T cell modulator,T cell modulator vesicle-bound %
Cn1nc(C(F)(F)F)cc1-c1ccc(S(N)(=O)=O)s1,-1.0,1280,/,/,0.36,1405,i,31
O=C(NCc1cc(C(F)(F)F)cc(C(F)(F)F)c1)C1CC(c2cccc(F)c2)=NO1 (stereo unspecified),-2.2,1061,/,/,1.2,828,i,50
Cc1ccc(S(=O)(=O)N2CCN(c3nccnc3C#N)CC2)cc1,1.1,1365,/,/,0.35,1455,i,37
COC(=O)C1=C(C(=O)OC)[C@@H]2Nc3ccccc3[C@@]23C[C@@H](C(=O)OC)N(C(C)=O)C3=N1,-0.5,1112,/,/,0.08,986,i,31
CC(C)CN(Cc1cc(=O)oc2cc3c(cc12)CCCC3)CC(C)C,0.3,1311,/,/,-0.1,1371,+,0.3*
C=C(C)CCOC(=O)C(CC(=O)O)NCc1ccco1 (stereo unspecified),-1.5,1309,/,/,-0.2,1360,i,24
CC1=CC(c2ccccc2)n2nc(NC(=O)CCC(=O)O)nc2N1 (stereo unspecified),-1.5,1328,/,/,1.1,1379,i,33
CCC(=O)OC1(C)C(=O)C2=COC(c3ccc(OC)cc3)=CC2=C(Br)C1=O (stereo unspecified),-0.7,1178,/,/,-0.32,1133,i,34

(listing goes on)
mol,b-catenin transl,b-catenin transl cell count 5 µM,Lipid droplet,Lipid droplet cells 6.5 µM,Ins promoter up,Ins promoter up cell count,T cell modulator,T cell modulator vesicle-bound %
CCOC(=O)C1CCN(C(=O)c2cc(C(C)(C)C)nn2Cc2ccccc2)CC1,0.3,1316,/,/,0.32,1540,i,29
CC(C)C(=O)N1CCC2(CC1)Oc1ccc(F)cc1C(=O)C21CC(c2ccccc2)=NO1 (stereo unspecified),-1.0,1114,/,/,0.8,876,i,19
Cc1nc(C2COc3ccccc3O2)sc1C(=O)O (stereo unspecified),2.5,1274,/,/,-0.75,1420,i,28
Cc1ccccc1/C=N/Nc1nc2ccccc2c(=O)n1O,-0.8,1243,/,/,-0.33,1166,i,55
CC(C)NC(=O)c1ccc2c3n(nc2c1)-c1ccccc1CO3,0.5,1057,/,/,1,694,i,26
Nc1cc(=O)n(Cc2ccccc2)c(=O)n1-c1ccc(F)cc1,-0.7,1284,/,/,-0.91,1437,i,37
O=C1NC(=Nc2ccc(O)cc2)S/C1=C\C=C\c1ccco1,13,1078,/,/,-0.17,1098,i,15
COc1cc(C2c3sc(=O)[nH]c3SC3C(=O)N(c4ccc(Br)cc4)C(=O)C32)ccc1O (stereo unspecified),-0.3,1321,/,/,0.61,1421,i,60

More records
mol,b-catenin transl,b-catenin transl cell count 5 µM,Lipid droplet,Lipid droplet cells 6.5 µM,Ins promoter up,Ins promoter up cell count,T cell modulator,T cell modulator vesicle-bound %
O=C(O)CC1(CC(=O)Nc2ccc3sccc3c2)CCCCC1,-1.0,1326,/,/,0.15,1447,i,30
COc1ccc(C)c(-n2c(=O)n(Cc3ccccc3)c(=O)c3[nH]cnc32)c1,0.4,1291,/,/,-0.81,1355,i,24
CCCCC#Cc1cncc(C(=O)N/N=C/c2cccc(OC)c2)c1,-0.4,1328,/,/,-0.15,1407,i,53
O=C(O)COc1ccccc1/C=N/NC(=O)CSc1nc2ccccc2n1Cc1ccccc1Cl,-2.1,1285,/,/,0.79,1189,i,26
O=c1c2[nH]c3ccc(F)cc3c2ncn1Cc1ccncc1,0.1,1299,/,/,0.05,1432,i,53
CC(C)(C)c1ccc(Oc2ccc(NC(=O)c3ccco3)cn2)cc1,0.0,1250,/,/,0.26,1237,i,21
NC(=O)[C@@H]1CC2(CC(c3cccc(NC(=O)[C@H]4CCC(=O)N4)c3)=NO2)CN1C(=O)c1ccc(Cl)cc1 (stereo partly specified),0.6,1023,/,/,0.05,791,i,13
CC1(c2nnc(-c3ccccc3)o2)CC(c2cccc(Cl)c2)=NO1 (stereo unspecified),-0.4,1206,/,/,-0.99,918,i,22

(cont.)
mol,b-catenin transl,b-catenin transl cell count 5 µM,Lipid droplet,Lipid droplet cells 6.5 µM,Ins promoter up,Ins promoter up cell count,T cell modulator,T cell modulator vesicle-bound %
CCCc1c(C(=O)NNc2cccc(Cl)c2)cnn1-c1ccccc1,-0.2,1296,/,/,-1.1,1468,i,48
CCCCOc1ccc(Cc2cnc(N)nc2N)cc1,0.7,1285,/,/,0,1027,i,33
O=C(NCCCCc1ccccc1)C1CC(c2ccccc2C(F)(F)F)=NO1 (stereo unspecified),0.0,1141,/,/,0,955,i,31
COC(=O)c1sccc1NC(=O)CC1C(=O)NCCN1C(=O)c1c(F)cccc1Cl (stereo unspecified),-0.2,1268,/,/,0.2,1397,i,23
NS(=O)(=O)c1ccc(CNC(=O)/C=C/c2cccc([N+](=O)[O-])c2)cc1,-2.2,1393,/,/,-1.1,1267,i,35
NC1=NC[C@H](Cc2ccc(O)cc2)N1CCc1cccc2ccccc12,0.2,1163,/,/,0.69,949,i,18
CS(=O)(=NS(=O)(=O)c1ccc(Cl)cc1)c1ccccc1 (stereo unspecified),-0.7,1325,/,/,0.84,1367,i,27
Cc1ccsc1/C=N/NC(=O)Cc1cc(=O)[nH][nH]1,0.1,1307,/,/,-0.62,1410,i,40

The list goes on.
mol,b-catenin transl,b-catenin transl cell count 5 µM,Lipid droplet,Lipid droplet cells 6.5 µM,Ins promoter up,Ins promoter up cell count,T cell modulator,T cell modulator vesicle-bound %
Cc1cc(-c2cc(C(=O)NCc3ccccc3)on2)nc(NC2CCCC2)n1,0.7,1066,/,/,-0.41,757,i,45
CCC(CC)C(=O)NN(C(=O)c1ccncc1)C1CC(=O)N(c2ccccc2)C1=O (stereo unspecified),-0.2,1292,/,/,-1.3,1351,i,22
CC(C)C(=O)N1CCC2(CC1)Oc1ccc(F)cc1C(=O)C21CC(c2ccc(Cl)cc2)=NO1 (stereo unspecified),0.9,1098,/,/,-1,843,i,36
O=C(O)CCN1C(=O)S/C(=C\c2cccnc2)C1=O,-0.5,1350,/,/,0.72,1387,i,18
Cn1cccc1/C=N/NC(=O)Cc1cccs1,0.6,1323,-5,729,/,/,i,33
CCOC(=O)c1nc(-c2ccccc2)sc1C(C)=O,-3.4,1193,0,721,/,/,i,28
O=C(O)c1cccnc1C(=O)N1CCc2c([nH]c3ccccc23)C1C(F)(F)F (stereo unspecified),4.6,935,11,736,/,/,i,60
COc1ccc(C2/C=C\CN(C(=O)CC(C)(C)C)CC(=O)N2Cc2ccc(F)cc2)cc1 (stereo unspecified),-0.6,1215,-17,672,/,/,i,40

Next section:
mol,b-catenin transl,b-catenin transl cell count 5 µM,Lipid droplet,Lipid droplet cells 6.5 µM,Ins promoter up,Ins promoter up cell count,T cell modulator,T cell modulator vesicle-bound %
CCOC(=O)c1sc(-c2ccc(Cl)cc2Cl)nc1O,-2.6,1188,3,721,/,/,i,7
CC(C)c1ccc(NC(=O)CSc2n[nH]c(=O)n2Cc2ccco2)cc1,-4.3,1248,-15,709,/,/,i,36
CC(=O)c1c(Nc2cccc(F)c2)oc(C)cc1=O,0.0,1411,-1,658,/,/,i,13
COc1ccc2[nH]c(=O)c(CN(C(=O)C3CCCO3)c3ccc(C)c(C)c3)cc2c1 (stereo unspecified),-0.8,1346,2,762,/,/,i,29
COc1ccc(C(CC(=O)N2CCCCC2)C(C)C)cc1 (stereo unspecified),-4.2,1180,4,720,/,/,i,56
CN1C(=S)SC2CS(=O)(=O)CC21 (stereo unspecified),-0.2,1366,41,700,/,/,i,42
Cc1csc(C(=O)NN)c1N(C)C,2.7,1336,-11,802,/,/,i,46
CC(=O)NC(=S)Nc1ccc(NC(=S)NC(=O)/C=C/c2ccco2)cc1,1.8,1326,-34,653,/,/,i,53

Next records follow:
mol,b-catenin transl,b-catenin transl cell count 5 µM,Lipid droplet,Lipid droplet cells 6.5 µM,Ins promoter up,Ins promoter up cell count,T cell modulator,T cell modulator vesicle-bound %
CC(=O)Nc1nc(C)c(Oc2ccc(Cl)cc2)c(=O)[nH]1,-0.8,1130,-5,626,/,/,i,30
Cc1cccc(-c2cc(=O)c(C(=O)O)cn2-c2ccc(F)cc2F)c1,0.6,1133,16,662,/,/,i,38
Cc1cc(C(=O)Nc2ccccc2N2CCOCC2)c(C)o1,3.5,973,15,709,/,/,i,30
CC1(C)CC(NC(=O)C23CCC(C)(C2Br)C3(C)C)CC(C)(C)N1 (stereo unspecified),0.9,961,-15,706,/,/,i,58
Cc1nc(SCC(=O)c2ccccc2)[nH]c(=O)c1Oc1ccc(Cl)cc1,0.8,997,-16,709,/,/,i,35
Cc1ccc(NC(=S)N2CCc3[nH]c4ccccc4c3C2)cc1,0.8,1309,13,722,/,/,i,26
Cc1ccc(C(=O)n2nc(C#N)c(C#N)c2N)cc1,-1.1,1366,15,731,/,/,i,44
O=C1OCC/C1=C\OCCCO/C=C1\CCOC1=O,-0.3,1341,28,711,/,/,i,9

Carrying on.
mol,b-catenin transl,b-catenin transl cell count 5 µM,Lipid droplet,Lipid droplet cells 6.5 µM,Ins promoter up,Ins promoter up cell count,T cell modulator,T cell modulator vesicle-bound %
CCOc1cc(C(=O)NC(=S)Nc2ccc(Cl)c(C(=O)O)c2)cc(OCC)c1OCC,-4.0,1238,-3,716,/,/,i,10
CC12CCC(C(=O)N/N=C/c3ccc(O)cc3O)(OC1=O)C2(C)C (stereo unspecified),-0.7,1276,1,720,/,/,i,51
O=C(N/N=C/C(Br)=C/c1ccccc1)c1cccnc1,0.0,1352,-22,683,/,/,i,50
CC1=C(C(=O)NCc2ccc(Cl)cc2)C2(CCC(C)CC2)OC1=O (stereo unspecified),-0.7,1303,10,697,/,/,i,29
CC(=O)COc1ccc(-c2csnn2)cc1,-0.7,1365,2,738,/,/,i,2
CC(=O)Nc1ccc(NS(=O)(=O)c2ccc(-c3csc(C)n3)s2)cc1,-2.2,1229,-4,702,/,/,i,28
O=S(=O)(c1cccc(-c2csc(-c3cccnc3)n2)c1)N1CCOCC1,1.4,1359,2,701,/,/,i,42
